# Screens: PubChem, several laboratories
# PP1 counter – blocks human PP1-alpha phosphatase, a PP5 counter-screen. AID 2235. inhibition, % at 6.7 µM. actives 0.9% (n = 320,000). purified PP1alpha, OMFP fluorescence;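 active means inhibition above the mean inhibition of all tested compounds plus 3 SD, computed separately for each screening campaign, cut at about 15% in these data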
# Target sequence (P62136 whole entry, looked up): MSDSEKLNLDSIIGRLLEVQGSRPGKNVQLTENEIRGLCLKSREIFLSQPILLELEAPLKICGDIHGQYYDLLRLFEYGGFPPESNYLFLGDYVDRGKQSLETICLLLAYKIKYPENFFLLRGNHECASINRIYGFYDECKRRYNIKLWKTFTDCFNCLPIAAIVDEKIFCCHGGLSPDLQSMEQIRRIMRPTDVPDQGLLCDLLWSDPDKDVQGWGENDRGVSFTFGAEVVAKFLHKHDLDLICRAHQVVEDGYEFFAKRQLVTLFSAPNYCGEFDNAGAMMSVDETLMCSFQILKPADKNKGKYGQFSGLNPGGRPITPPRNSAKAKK
# proCasp3 act – activates human procaspase-3 | P42574 | AID 463141 | recombinant procaspase-3 D3A, Ac-DEVD-pNA absorbance 405 nm | activation, % at 8.5 µM | actives 0.11% (n = 330,000);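 active means activation above the mean of all tested compounds plus 3 SD, cut at about 21% in these data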;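 further: 0% = DMSO alone and 100% = DMSO wells spiked with extra 5 µM PC-3 D3A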
# Target sequence (P42574 whole entry D9A/D28A/D175A): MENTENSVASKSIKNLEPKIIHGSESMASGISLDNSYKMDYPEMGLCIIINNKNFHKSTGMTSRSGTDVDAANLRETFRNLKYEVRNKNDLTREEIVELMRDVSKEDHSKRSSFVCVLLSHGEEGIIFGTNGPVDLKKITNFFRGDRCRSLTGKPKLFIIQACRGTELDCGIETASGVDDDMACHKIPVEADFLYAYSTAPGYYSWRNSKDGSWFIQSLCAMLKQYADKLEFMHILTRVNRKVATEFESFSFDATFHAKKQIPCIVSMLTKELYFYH
#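 Evaluation: percent activation relative to control range; Material: Procaspase-3 D3A mutant, all three cleavage aspartates alanine; Compound: single dose, 8.5 µM nominal compound, 0.8% DMSO; Replication: one well per compound; Signal: absorbance at 405 nm, 0 and 120 min; Schedule: 1 h preincubation plus 2 h reaction at 25 °C.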
# CTSL1 counter – blocks F. hepatica cathepsin L1 in PFM18AAP counter-screen. recombinant F. hepatica cathepsin L1, Z-Leu-Arg-MCA fluorescence. inhibition, % at 5.96 µM. actives 0.49% (n = 300,000);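 active means inhibition above the mean of all tested compounds plus 3 SD, set per screening campaign, cut at about 17% in these data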;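 further: 0% = plate median of test compound wells and 100% = 1 µM Z-Phe-Ala-diazomethylketone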
# Efflux pump inh – blocks antifungal efflux pumps in multiplex yeast assay; inhibition, % at 10 µM; AID 485275; actives 0.44% (n = 330,000); S. cerevisiae Candida pump triplex, Nile Red efflux;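 active means plate passing quality check with inhibition over a set limit, or well fluorescence over plate mean plus 4 SD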;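 further: Nile Red retained in pooled yeast measured as flow cytometry median fluorescence; 0% = buffer negative control and 100% = Enniatin B positive control; higher means more Nile Red kept so more efflux inhibition; some compounds called inactive have numbers as strong as hits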
# procasp7 counter – activates human procaspase-7, counter-screen for procaspase-3 activators. P55210. recombinant procaspase-7, Ac-DEVD-pNA absorbance 405 nm; D23A/D198A/D206A triple mutant, cannot self-cleave; scale: DMSO 0, 5 µM enzyme 100. activation, % at 8.5 µM. actives 0.093% (n = 330,000);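 active means percent activation above the screen-wide mean plus 3 SD, cut at about 25% in these data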
#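 Detection: p-Nitroaniline absorbance at 405 nm, read at 0 and 120 min; system: Uncleavable procaspase-7 mutant enzyme; evaluation: % activation from two-timepoint absorbance difference, scaled to controls; times: 1 h enzyme–compound preincubation and 2 h substrate reaction, both 25 °C; buffer or medium: Zinc-free HEPES pH 7.4 with 300 mM NaCl, 0.01% Triton X-100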
# TPT1 inh – inhibitors of Candida albicans tRNA 2'-phosphotransferase TPT1; recombinant caTPT1, FP RNA substrate dephosphorylation; inhibition, % at 5 µM; actives 0.81% (n = 300,000); AID 1962;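 active means inhibition above the mean of all tested compounds plus 3 SD, set per screening campaign, cut at about 24% in these data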;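 further: plate controls were DMSO alone for no effect and ferristatin control at 100 nM for full effect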
# PP5 primary – PP5 (human) phosphatase inhibition. P53041. actives 0.18% (n = 320,000). purified PP5c, OMFP substrate fluorescence. inhibition, % at 6.7 µM. AID 1987;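 active means inhibition above the campaign's mean inhibition across all tested compounds plus 3 SD, cut at about 9.5% in these data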;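 further: 0% = DMSO only and 100% = 100 µM cantharidin control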
# HCV core dimer – blocks dimerization of HCV core protein | TR-FRET GST/Flag-core106 dimerization, 1536-well | AID 1899 | actives 0.33% (n = 300,000) | inhibition, % at 5 µM;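 active means inhibition above the mean of all tested compounds plus 3 SD, set per screening campaign, cut at about 45% in these data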
#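 Assay system: Tagged HCV core106 pair (GST and Flag) | Buffer or medium: KF-containing HEPES buffer, pH 7.45, DTT, CHAPS, BSA | Also added: Eu donor and XL665 acceptor anti-tag antibodies | Dosing: One concentration, 5 µM, in 0.5% DMSO | Timing: 4 h at 22.5 °C | Technique: TR-FRET 671 and 617 nm emission | Repeats: Singlicate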
# GASC-1 inh – inhibitors of human GASC-1 (JMJD2C) demethylase; Q9H3R0; inhibition, % at 2.35 µM; actives 0.069% (n = 330,000); GST-JMJD2C(1-420) H3K9me3 demethylation, DELFIA europium; AID 2099;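 active means more than half of a compound's replicate wells show inhibition beyond 50%, single wells judged on their own value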;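 further: signal counts dimethyl H3K9 product captured on neutravidin plate; 0% = median of DMSO wells and 100% = 0.3 times that DMSO median; strong numbers were not always called active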
# Target sequence (Q9H3R0 1-420 limits assumed): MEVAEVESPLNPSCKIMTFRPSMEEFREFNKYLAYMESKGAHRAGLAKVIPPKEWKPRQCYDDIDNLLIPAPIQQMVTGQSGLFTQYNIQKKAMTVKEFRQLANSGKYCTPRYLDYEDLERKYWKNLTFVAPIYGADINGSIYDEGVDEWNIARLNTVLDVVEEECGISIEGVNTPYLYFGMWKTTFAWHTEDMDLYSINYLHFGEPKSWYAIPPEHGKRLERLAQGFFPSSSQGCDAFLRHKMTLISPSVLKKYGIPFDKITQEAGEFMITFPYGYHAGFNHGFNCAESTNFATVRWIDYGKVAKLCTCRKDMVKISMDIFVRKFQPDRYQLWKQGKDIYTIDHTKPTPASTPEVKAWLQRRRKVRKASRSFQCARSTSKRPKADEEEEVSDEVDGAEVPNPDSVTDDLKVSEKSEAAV
# An asterisk follows results filed as active; . = no result given.
Compound	HCV core dimer	GASC-1 inh	PP1 counter	PP5 primary	proCasp3 act	Efflux pump inh	CTSL1 counter	TPT1 inh	procasp7 counter
CCOCc1cc(CN2CCCC(CNC(=O)c3ccco3)C2)ccc1OC (stereo unspecified)	-6	4	-6	0.6	-1	0.1	3	-2	10
COCCNC(=O)C(c1ccc(C)cc1)N(C(=O)C(=O)NC1CCCC1)c1ccc2c(c1)OCCO2 (stereo unspecified)	1	10	-3	-0.2	7	0.0	-1	3	0
CSc1nn(-c2ccc(C(=O)OC(C(=O)NC(N)=O)C(C)C)cc2)c(=S)s1 (stereo unspecified)	1	-18	-1	0.7	2	0.0	-5	-4	3
COc1cc(O)c(CCO)c2c1C(=O)C[C@@H](C)O2	2	-5	-5	0.0	8	-0.1	2	-5	7
Cc1cccc2cc(C#N)c(SCC#N)nc12	-109	12	-1	1.6	1	0.1	3	-1	-8
COCCn1c(SCc2ccc(F)cc2)nc2ccccc2c1=O	8	-14	2	3.2	0	-0.5	1	-3	-1
CCOC(=O)C1(CCc2ccccc2)CCN(C(=O)C2CCOCC2)CC1	3	-14	-3	0.1	4	0.1	-1	2	-8
O=C1C=C(O)CC(c2ccc(Cl)cc2)C1 (stereo unspecified)	28	-2	1	3.9	-2	0.1	0	5	-3
COc1ccccc1S(=O)(=O)N1CCC(C(=O)O)(c2ccccc2)CC1	-2	-6	8	-2.3	5	0.1	-4	-1	11
Cc1ccc(C(=O)Nc2cccc(C(F)(F)F)c2)cc1NC(=O)c1[nH]cnc1C(N)=O	.	7	.	.	2	0.0	.	.	8
Cc1c(NC(=O)c2cccs2)c(=O)n(-c2ccccc2)n1C	4	3	3	-1.0	-2	0.3	-1	-1	1
Cn1c(SCC(N)=O)nnc1-c1ccc(C(C)(C)C)cc1	-2	-5	-2	-1.7	-1	0.0	-3	0	7
N#C/C(=C\c1cccnc1)C(=O)NC1CCCCC1	6	16	0	-1.6	3	-0.1	1	-3	-5
Cc1ccc(NC(=O)CCC(=O)N/N=C/c2coc3ccc(F)cc3c2=O)cc1	2	-3	-1	2.7	-8	0.0	1	2	0
CCOC(=O)c1nc(C)[nH]c1C(=O)OCC	-4	9	2	2.7	-5	0.0	-1	-8	3
COc1ccc(Br)cc1C(=O)NC(=S)Nc1ccc(Cl)c(C(=O)O)c1	12	-2	-3	-1.6	-3	0.0	0	1	-18
CC(Oc1ccc(F)cc1F)C(=O)/C=C/N(C)C (stereo unspecified)	-8	2	3	0.9	-6	-0.1	-2	-6	-17
COc1ccccc1OCCOC(=O)Nc1ccccc1	0	4	1	1.0	3	0.1	-1	-1	-2
O=[N+]([O-])c1ccc(N=Cc2sc3ccccc3c2O)cc1	-17	19	-2	1.5	-7	0.0	-1	51*	-10
COc1cccc2c(=O)n(CC(=O)N3CCCc4ccccc43)ccc12	-6	-3	-1	-2.8	1	0.0	-1	0	1
COc1cc(/C=N/n2nnnc2Nc2ccccc2)cc(OC)c1OC	3	0	5	1.5	2	-0.2	-2	0	10
O=C1NCCN/C1=C\C(=O)c1ccc(Br)cc1	5	-21	0	0.8	-16	0.1	1	-3	-4
O=C(CN1C2=NCCCN2c2ccccc21)c1ccc(Cl)cc1Cl	-10	-1	-5	-4.1	-2	0.1	5	-3	-2
CCCC(=O)Nc1ccccc1-c1nnc(SCC)[nH]c1=O	-1	9	-2	-1.8	-2	-0.1	0	0	-2
COc1ccc(C(=O)Oc2c(C)occc2=O)cc1OC	-6	-9	1	-0.4	2	0.0	-3	-4	12
Cc1nn(CCCC(=O)NCc2ccc(F)cc2)c(C)c1[N+](=O)[O-]	-4	10	1	0.9	4	0.1	-2	1	4
O=C(NCc1nc2ccccc2[nH]1)C1=C[C@@H](c2ccccc2)C[C@@H](OCc2ccc(CO)cc2)O1	7	5	-3	-1.1	11	0.1	9	-2	3
CCOC(=O)C1(Cc2ccccc2C(F)(F)F)CCN(Cc2ccon2)CC1	0	-2	-2	0.5	-2	0.1	8	5	-9
O=C1C=C(c2ccccc2)C(=O)N1Nc1ccccc1	3	-7	-3	-2.8	-12	0.1	2	2	-17
N#CC1=C(N)Oc2c(sc3ccccc23)C1c1ccco1 (stereo unspecified)	54*	6	16*	2.8	-15	0.1	2	100*	-18
CCn1c(=O)c(CCC(=O)N2CCN(c3ccccn3)CC2)c(C)c2c(C)nn(-c3ccccc3)c21	10	-4	0	0.9	10	0.1	4	-1	11
CN(C(=O)CN1C(=O)c2ccc([N+](=O)[O-])cc2C1=O)C1CCCCC1	.	-2	.	.	10	0.0	.	.	2
O=C(N/N=C/c1ccc(Br)s1)c1cccc([N+](=O)[O-])c1	6	5	3	0.8	-9	0.2	0	-3	0
Cc1ccc(-n2nc3c(=O)n(CC(=O)NCCc4ccc(Cl)cc4)nc(C)c3c2C)cc1	2	-6	0	3.2	4	0.0	-1	-1	-9
CCOc1c(C)cnc2c1c(=O)n(Cc1cccc(Cl)c1)c(=O)n2C	-14	6	6	1.6	1	-0.1	6	-1	7
O=C(CN1C(=O)NC2(CCCCC2)C1=O)N1CCN(S(=O)(=O)c2ccccc2)CC1	-1	7	-1	-1.1	-1	0.5	-4	1	3
CC(=O)Nc1c(-c2ccc(Cl)cc2)c(=O)c2ccccc2n1C	-7	-20	-3	1.6	-5	0.0	-4	0	-2
Cc1ccc(NC(=O)CN(C)S(=O)(=O)c2ccc3c(c2)n(C)c(=O)c(=O)n3C)c(C)c1	3	-13	-5	2.6	0	-0.1	-3	-3	5
C#CCOCCOCCOCCNc1nc(N2CCN(C(=O)[C@H](C(C)C)n3cc(CCO)nn3)CC2)nc(N2CCN(C(=O)[C@H](CCCCN)n3cc(CCCC)nn3)CC2)n1	4	-5	7	-1.8	0	-0.1	-2	-2	2
COCC(=O)Nc1ccc(N2CCCC2)c(S(=O)(=O)Nc2ccccc2OC)c1	.	.	-8	0.1	-2	-0.1	.	.	-2
CC(C)NC(=O)N(C)C[C@H]1Oc2c(NS(=O)(=O)c3cn(C)cn3)cccc2C(=O)N([C@H](C)CO)C[C@@H]1C	.	0	.	.	0	-0.2	.	.	7
CCCOc1cccc(C2C(C(=O)c3ccco3)=C(O)C(=O)N2CCN(CC)CC)c1 (stereo unspecified)	0	-2	8	-0.2	-4	-0.1	-3	-4	5
CC1Cc2ccccc2N1C(=O)CO/N=C/c1ccccc1OC(F)F (stereo unspecified)	9	2	5	2.8	8	0.1	0	-1	-4
CC1CCN(CCCNC(=O)c2cc3c(=O)n(C)c4ccccc4c3n2C)CC1	3	-4	-6	0.2	-2	-0.5	2	-4	-1
CCNC(=S)NC1CC2CCCC(C1)N2Cc1ccc(C)cc1 (stereo unspecified)	-2	-6	-3	1.0	5	0.0	-1	-2	10
CCC(C)CCCCNC1=NCCS1 (stereo unspecified)	-3	-1	-3	-4.9	6	0.0	0	0	9
Cc1c(-c2ccccc2)sc2nc[nH]c(=S)c12	7	78	0	2.0	6	0.0	4	1	-2
COc1ccc(CC(=O)Nc2cccc(-c3ccc4nncn4n3)c2)cc1OC	5	10	-4	-1.1	6	-0.1	0	1	7
C=CCOc1ccc(CNc2ccc(NC(=O)CC(C)C)cc2)cc1OC	-10	15	0	2.3	8	-0.4	-4	4	-5
NC(=O)c1ccc(NC(=O)c2cccc3c2OCCCO3)cc1	2	-26	-4	0.0	3	-0.1	-1	-5	-5
O=C(O)C1CCCN1S(=O)(=O)c1ccc(Cl)cc1 (stereo unspecified)	-5	7	-1	0.9	12	-0.1	-1	-4	1
CC1CCCCN1CCNc1nc(=S)[nH]c2ccccc12 (stereo unspecified)	-2	5	0	2.7	-8	0.0	2	2	-13
Cc1ccc(SCCN2CCN(C)CC2)cc1	2	3	-2	0.6	-2	-0.1	-1	1	-4
O=C(Nc1ncccc1O)C1CCN(S(=O)(=O)c2ccc3ccccc3c2)CC1	-1	-8	-2	1.1	2	0.0	-2	-1	-1
O=C(NCc1ccco1)C1CCN(S(=O)(=O)N2CCC3(CC2)OCCO3)CC1	4	-6	-5	-0.5	-5	-0.2	5	0	3
CCOC(=O)N1CCN(CC(c2ccccc2)c2ccccc2)CC1	1	-22	-1	1.4	-5	-0.1	-3	0	18
O=C(CSc1nnc(-c2ccc(O)cc2)n1Cc1ccco1)N1CCc2ccccc2C1	0	1	-6	2.1	-2	0.3	-1	4	-12
O=C(CCc1nnc(CCCCc2ccccc2)o1)N1CCCCC1CCO (stereo unspecified)	-4	-3	-1	1.0	10	0.0	-2	-1	4
O=C(Nc1ccc(S(=O)(=O)Nc2ncccn2)cc1)C(F)(F)F	6	-3	4	3.0	8	0.1	-2	0	1
CN1CCN(Cc2c(O)ccc3cc(-c4ccccn4)c(=O)oc23)CC1	3	-19	-8	-0.2	-7	0.9	3	5	-15

# (cont.)
Compound	HCV core dimer	GASC-1 inh	PP1 counter	PP5 primary	proCasp3 act	Efflux pump inh	CTSL1 counter	TPT1 inh	procasp7 counter
O=C(CCCN1C(=O)/C(=C/c2cccc(Br)c2)SC1=S)Nc1ccccn1	-2	-1	2	0.0	-3	0.1	6	-3	-11
Cc1ccc(S(=O)(=O)N2CCC(C(=O)N3CCCC(C(F)(F)F)C3)CC2)cc1C (stereo unspecified)	3	0	-4	1.3	3	-0.1	1	2	3
O=C(Nc1nc2ccccc2[nH]1)C1CCN(C(=O)c2ccc(F)cc2)CC1	3	-11	-1	3.0	-4	0.0	0	-4	-3
COc1ccc(-c2ccc(=O)[nH]n2)cc1	-1	2	-2	1.9	2	-0.2	1	-3	-8
O=S(=O)(c1ccc(SCCOc2ccccc2)nc1)N1CCCC1	.	-5	0	-0.3	6	0.0	.	.	-2
Cc1ccc(-c2nc(CS(=O)(=O)CC(=O)NC3CCCCCC3)c(C)o2)cc1	4	0	-1	-0.7	-5	0.2	-3	0	-3
CCN(CC)CCCN(Cc1cc2cc3c(cc2[nH]c1=O)OCO3)C(=S)NCCCN(C)C	4	7	7	-0.5	-2	-0.1	5	-1	1
CCOc1ccc2[nH]c(=O)c(CN(Cc3nnnn3Cc3ccco3)C3CCCCC3)cc2c1	23	0	-2	3.8	-4	0.2	5	7	-1

# Compounds were not picked by outcome (roughly 2.9% active in at least one column).
